STAT1 blocker – STAT1 signaling inhibitors, primary screen, cell-based, HTS, luciferase reporter; NIH 3T3 STAT1-luciferase reporter, IFN-gamma, luminescence; inhibition, % at 5.5 µM; hit rate 0.35% among 200,000;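 active means inhibition above a set limit, the mean inhibition across all tested compounds plus 3 SD, cut at about 34% in these data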;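 further: 0% = IFN-gamma with DMSO and 100% = IFN-gamma with 300 µM nifuroxazide; values of inactives mirror those of a sister screen read the other way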
STAT3 activator – IL-6 driven STAT3 reporter potentiators, primary screen, U3A cells, luciferase, luminescence, MLSCN library; IL-6 STAT3-luciferase reporter; 100% = signal with IL-6 EC80 alone; activation (% of control), % at 5.6 µM; hit rate 0.91% among 190,000; AID 871, 2007;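 active means activation above the screen-wide mean of compound activation plus 3 SD, cut at about 130% in these data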;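 further: 0% = background luminescence of wells with medium and substrate only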
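Material: STAT3-luciferase reporter U3A cells. Controls: IL-6-treated wells, 100% activation. Read-out: % activation versus median of IL-6-stimulated wells. Probe or stimulus: IL-6 stimulus at 33 ng/mL final. Timing: compound 1 h, then IL-6 6 h at 37 °C. Signal: reporter luminescence signal.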
RAM inhibit – inhibitors of the yeast RAM network, primary screen, dse1pr::URA3 reporter, 5-FOA selection; S. cerevisiae dse1pr::URA3 reporter, 5-FOA growth OD615, 2 d; analog-sensitive cbk1-as2 kinase mutant strain; inhibition, % at 50 µM; hit rate 1.8% among 190,000;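 active means inhibition above a set limit, 3 SD over mean compound inhibition, cut at about 8.4% in these data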;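 further: 0% = DMSO-only wells with no growth and 100% = 10 µM 1-NA-PP1 full growth; inhibition rescues growth on 5-FOA so higher OD means more RAM inhibition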
S1P3 antag – S1P3 receptor antagonists, primary screen, cell-based; Sphingosine 1-phosphate receptor 3 (Homo sapiens), Q99500; CHO S1P3 NFAT-BLA reporter, FRET fluorescence, antagonist mode; inhibition, % at 4.98 µM; hit rate 0.27% among 170,000;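 active means inhibition above the plate cutoff, the mean inhibition of test wells on that plate plus 3 SD, cut at about 28% in these data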;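 further: cells challenged with S1P at its EC80 of 0.8 µM; blue over green emission ratio from cleaved BLA substrate after 4 h stimulation; 0% = S1P-stimulated wells and 100% = unstimulated DMSO-only wells; some compounds past the cut are filed as inactive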
PPARg SRC1 recr – PPARgamma agonists recruiting SRC-1 coactivator, primary screen, biochemical; PPARgamma-SRC-1 coactivator recruitment biochemical assay; activation, % at 8 µM; hit rate 0.41% among 200,000; AID 631, 2007; in the data active means activation above about 19%;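 further: 0% = DMSO and 100% = reference agonist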
TR-FRET SRC-2 ct – TR-FRET signal artefacts, primary screen, artefact control for PPARgamma SRC-2 agonist project, biochemical. hit rate 0.4% among 200,000. TR-FRET artefact counter-screen; hits give high values. AID 1049, 2008. TR-FRET ratio at 8 µM; in the data active means TR-FRET ratio above about 2000; further: inactives centre near 1500
TLR4-MyD88 BLA – inhibitors of TLR4-MyD88 association in cells, primary screen, cell-based, HeLa CL3-4, BLA complementation, FRET ratio; HeLa CL3-4 TLR4/MyD88 BLA complementation; hit rate 0.18% among 200,000; inhibition, % at 8.4 µM; in the data active means inhibition above about 25%;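 further: 0% = vehicle and 100% = reference inhibitor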
STAT3 blocker – IL-6 driven STAT3 reporter inhibitors, primary screen, U3A cells, luciferase, luminescence, MLSCN library; IL-6 STAT3-luciferase reporter; host cell line lacks STAT1; inhibition, % at 5.5 µM; hit rate 0.89% among 190,000;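 active means inhibition above the mean inhibition across all screened compounds plus 3 SD, cut at about 44% in these data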;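 further: 0% = DMSO only wells and 100% = 100 µM nifuroxazide control wells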
ROMK mod – ROMK potassium channel modulators, primary screen, cell-based, thallium flux, MLSMR library. ATP-sensitive inward rectifier potassium channel 1 (Homo sapiens), P48048. Tet-inducible ROMK, thallium flux fluorescence; actives lie on both sides. B-score at 10 µM. hit rate 2% among 130,000. AID 1918, 2009;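 active means signal ratio slope over the read window, or its plate-corrected B-score, at least 3 SD from the plate mean, either direction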;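 further: B-score of the F/F0 ratio slope over 7 to 12 s after thallium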
PPARg SRC-2 ag – agonists of PPARg-SRC-2 recruitment, primary screen, biochemical, HTS; activation, % at 8 µM; hit rate 0.34% among 200,000; PPARgamma LBD-SRC-2 recruitment; in the data active means activation above about 22%;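 further: 0% = vehicle and 100% = reference agonist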
PPARg SRC-3 ag – PPARgamma agonists recruiting SRC-3 coactivator, primary screen, biochemical | AID 731, 2007 | Peroxisome proliferator-activated receptor gamma (Homo sapiens), P37231 | biochemical PPARgamma/SRC-3 coactivator recruitment assay | activation, % at 8 µM | hit rate 0.26% among 200,000; in the data active means activation above about 23%;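 further: 0% = DMSO and 100% = reference agonist; some compounds past the cut are filed as inactive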
Numbers without * were called inactive; nt = not tested or not shown. Hits appear at their usual frequency. About 5.6% of those tested had a hit in this group.

Below each compound – STAT1 blocker, STAT3 activator, RAM inhibit, S1P3 antag, PPARg SRC1 recr, TR-FRET SRC-2 ct, TLR4-MyD88 BLA, STAT3 blocker, ROMK mod, PPARg SRC-2 ag, PPARg SRC-3 ag
1: COC(=O)c1sccc1N/N=C/c1cccc(Oc2ccccc2)c1
  -37.2, 97.4, 8.5*, 7.3, -0.3, 1737, -12.7, 0.8, 0.771, 5.3, 2.9
2: CSc1nc2n(n1)C(c1cccc(F)c1)C(C(=O)Nc1ccc(C)cc1C)=C(C)N2 (stereo unspecified)
  -5.1, 97.0, 4.3, nt, -13.5, 1463, -3.9, 7.9, nt, -3.1, 0.6
3: CC1(C)Cc2cccc(OCC(=O)N3CCN(S(=O)(=O)c4ccccc4)CC3)c2O1
  14.4, 108.6, 0.9, 0.2, -7.1, 1449, 9.8, -4.2, nt, -5.0, 7.8
4: N#CC1=C(N)NC(SCC(=O)c2ccc(Cl)cc2)=C(C#N)C12CCCC2
  8.7, 79.8, 1.7, nt, 8.6, 1546, -1.0, 29.9, -2.34*, 0.0, 10.0
5: CN(N)c1ccc2c(C(F)(F)F)cc(C(F)(F)F)nc2n1
  4.4, 95.0, 1.2, -8.4, -6.0, 1309, 4.4, 6.1, 1.21, -1.9, -1.2
6: COc1cc2c(cc1OC)-c1nnnn1C(C)(C)C2
  -0.5, 101.6, -0.1, 14.7, -2.3, 1393, 3.0, 2.4, nt, 6.7, 2.3
7: Cc1c(NC(=O)/C=C/C(=O)O)cccc1[N+](=O)[O-]
  1.7, 104.1, -0.2, nt, 4.3, 1555, -10.8, 2.6, 1.29, 9.1, 11.4
8: O=C(O)Cc1ccc(NC(=S)Nc2cccc(Cl)c2Cl)cc1
  -1.6, 107.8, 1.2, -10.9, 9.8, 1633, 3.9, -6.7, 0.0269, -3.2, 5.6
9: CCOC(=O)COc1nc(C)c(Br)c(OC)n1
  0.9, 86.5, -0.3, -60.0, 6.0, 1663, -11.8, 17.8, 0.0186, 0.4, 1.6
10: COc1nc(-c2ccccc2Cl)ccc1C#N
  -9.6, 96.1, 0.7, nt, 3.4, 1525, -1.9, 13.2, nt, -7.2, -1.3

Reprinted from the part before: 2 compounds, then new ones.
Below each compound – STAT1 blocker, STAT3 activator, RAM inhibit, S1P3 antag, PPARg SRC1 recr, TR-FRET SRC-2 ct, TLR4-MyD88 BLA, STAT3 blocker, ROMK mod, PPARg SRC-2 ag, PPARg SRC-3 ag
9: CCOC(=O)COc1nc(C)c(Br)c(OC)n1
  0.9, 86.5, -0.3, -60.0, 6.0, 1663, -11.8, 17.8, 0.0186, 0.4, 1.6
10: COc1nc(-c2ccccc2Cl)ccc1C#N
  -9.6, 96.1, 0.7, nt, 3.4, 1525, -1.9, 13.2, nt, -7.2, -1.3
11: Cc1cc2cc(CN(Cc3ccc4c(c3)OCO4)C(=O)c3ccco3)c(=O)[nH]c2cc1C
  1.5, 97.0, 2.9, 18.1, -0.5, 1579, 4.8, 7.5, -0.112, 4.8, 6.7
12: CCOC(=O)N1CCC(NC(=O)C2CCCCN2S(=O)(=O)c2ccc(F)cc2)CC1 (stereo unspecified)
  9.2, 95.7, -0.1, -14.0, 4.0, 1699, -8.6, 10.3, nt, 13.5, 6.4
13: C/C(=N\NC(=O)c1c(Br)c(C)nn1C)c1ccc(NC(=O)c2ccoc2C)cc1
  -21.8, 99.4, 3.3, 2.4, -2.7, 1566, -14.8, 2.0, -0.125, 9.0, 0.7
14: Nn1c(Cc2cccc3ccccc23)nnc1SCC(=O)NC1CCS(=O)(=O)C1 (stereo unspecified)
  1.4, 108.1, 2.4, 5.0, -3.3, 1596, -9.6, -4.3, nt, -1.6, 0.8
15: CCOC(=O)Cc1c(C)nc2cc(-c3ccc(C(C)(C)C)cc3)[nH]n2c1=O
  -5.0, 99.6, 3.4, nt, 0.4, 1510, -13.3, 1.6, nt, 10.4, 4.2
16: Brc1ccc(OCCOCCN2CCOCC2)cc1
  3.3, 104.1, 1.1, 14.0, 0.9, 1629, -1.7, -1.0, nt, 0.6, 5.5
17: Cc1nnc(SCc2cccc(Oc3ccccc3)c2)n1N
  5.7, 93.8, 1.0, 8.1, -4.7, 1641, 3.4, 11.6, nt, 3.7, 10.4
18: CN(C)S(=O)(=O)c1ccc(C(=O)Nc2cccnc2)cc1
  3.4, 100.2, 0.1, nt, -6.0, 1526, -9.9, -0.4, 0.456, -10.4, -9.5
19: O=C(Nc1nnc(-c2cccc(F)c2)s1)Nc1ccccc1F
  -3.6, 86.8, 3.3, -2.2, -0.8, 1528, -5.5, 20.0, 0.00662, 0.9, 0.3
20: COc1ccc(-c2oc(NC(=O)CSc3nncn3C)c(C#N)c2-c2ccc(OC)cc2)cc1
  8.0, 98.3, 4.1, nt, -4.7, 1380, -1.7, 0.5, 0.921, 1.4, -9.6

Reformatted screen by screen: entries from further up
1. COC(=O)c1sccc1N/N=C/c1cccc(Oc2ccccc2)c1
2. CSc1nc2n(n1)C(c1cccc(F)c1)C(C(=O)Nc1ccc(C)cc1C)=C(C)N2 (stereo unspecified)
3. CC1(C)Cc2cccc(OCC(=O)N3CCN(S(=O)(=O)c4ccccc4)CC3)c2O1
4. N#CC1=C(N)NC(SCC(=O)c2ccc(Cl)cc2)=C(C#N)C12CCCC2
5. CN(N)c1ccc2c(C(F)(F)F)cc(C(F)(F)F)nc2n1
6. COc1cc2c(cc1OC)-c1nnnn1C(C)(C)C2
7. Cc1c(NC(=O)/C=C/C(=O)O)cccc1[N+](=O)[O-]
8. O=C(O)Cc1ccc(NC(=S)Nc2cccc(Cl)c2Cl)cc1

| assay / entry | 1 | 2 | 3 | 4 | 5 | 6 | 7 | 8 |
| --- | --- | --- | --- | --- | --- | --- | --- | --- |
| STAT1 blocker | -37.2 | -5.1 | 14.4 | 8.7 | 4.4 | -0.5 | 1.7 | -1.6 |
| STAT3 activator | 97.4 | 97.0 | 108.6 | 79.8 | 95.0 | 101.6 | 104.1 | 107.8 |
| RAM inhibit | 8.5* | 4.3 | 0.9 | 1.7 | 1.2 | -0.1 | -0.2 | 1.2 |
| S1P3 antag | 7.3 | nt | 0.2 | nt | -8.4 | 14.7 | nt | -10.9 |
| PPARg SRC1 recr | -0.3 | -13.5 | -7.1 | 8.6 | -6.0 | -2.3 | 4.3 | 9.8 |
| TR-FRET SRC-2 ct | 1737 | 1463 | 1449 | 1546 | 1309 | 1393 | 1555 | 1633 |
| TLR4-MyD88 BLA | -12.7 | -3.9 | 9.8 | -1.0 | 4.4 | 3.0 | -10.8 | 3.9 |
| STAT3 blocker | 0.8 | 7.9 | -4.2 | 29.9 | 6.1 | 2.4 | 2.6 | -6.7 |
| ROMK mod | 0.771 | nt | nt | -2.34* | 1.21 | nt | 1.29 | 0.0269 |
| PPARg SRC-2 ag | 5.3 | -3.1 | -5.0 | 0.0 | -1.9 | 6.7 | 9.1 | -3.2 |
| PPARg SRC-3 ag | 2.9 | 0.6 | 7.8 | 10.0 | -1.2 | 2.3 | 11.4 | 5.6 |

(further entries)
Below each compound – STAT1 blocker, STAT3 activator, RAM inhibit, S1P3 antag, PPARg SRC1 recr, TR-FRET SRC-2 ct, TLR4-MyD88 BLA, STAT3 blocker, ROMK mod, PPARg SRC-2 ag, PPARg SRC-3 ag
21: Cc1ccccc1NS(=O)(=O)c1ccc(Cl)cc1
  6.4, 97.4, 2.0, 4.9, 0.8, 1596, -1.5, 6.4, 0.31, -3.9, -1.5
22: CCN(CC)CCCNC(=O)CCC(=O)Nc1ccc2nc(N3CCC(C)CC3)cc(C)c2c1
  -5.5, 97.5, 0.2, -16.2, 5.1, 1558, 10.8, 11.1, -2.52, -2.1, 3.7
23: CC(=O)NCCNC(=O)CCNC(=O)c1ccc(Cl)cc1
  13.4, 98.3, 1.6, nt, -6.8, 1528, -13.9, 7.8, 0.0173, -1.9, 9.1
24: Cc1ccc(NC(=O)CSc2nnc(-c3ccncc3)n2C)cc1C
  -1.5, 87.7, 0.5, -27.2, -5.3, 1330, 2.0, 16.1, 0.16, -5.3, -10.1

Screening results (PubChem BioAssay)
